# KCNQ2 block – KCNQ2 potassium channel inhibitors, primary screen, cell-based, CHO-K1, FluxOR thallium flux, B-score (AID 2156). 20 min; stronger effect = lower value. O88943. B-score at 10 µM. hit rate 1.1% among 310,000;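 active = fluorescence ratio B-score at most minus 3 library SDs, with starting brightness B-score within 2 library SDs, cut at about -5.5 in these data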
# Kir21 inh – Kir2.1 (mouse) channel inhibition; B-score at 10 µM; P35561; hit rate 0.85% among 310,000; HEK293-Kir2.1, FluxOR thallium flux fluorescence; stronger effect = lower value;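 active = fluorescence ratio B-score at or below minus 3 SD of library scores, with starting-brightness B-score within 2 SD, cut at about -4.2 in these data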;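 also: channel flux triggered by added potassium and thallium sulfate stimulus; B-score of peak minus minimum fluorescence over baseline after thallium stimulus; more negative B-score means stronger Kir2.1 block with less thallium influx; some compounds called inactive have numbers as strong as hits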
# Target sequence (P35561 whole entry, looked up): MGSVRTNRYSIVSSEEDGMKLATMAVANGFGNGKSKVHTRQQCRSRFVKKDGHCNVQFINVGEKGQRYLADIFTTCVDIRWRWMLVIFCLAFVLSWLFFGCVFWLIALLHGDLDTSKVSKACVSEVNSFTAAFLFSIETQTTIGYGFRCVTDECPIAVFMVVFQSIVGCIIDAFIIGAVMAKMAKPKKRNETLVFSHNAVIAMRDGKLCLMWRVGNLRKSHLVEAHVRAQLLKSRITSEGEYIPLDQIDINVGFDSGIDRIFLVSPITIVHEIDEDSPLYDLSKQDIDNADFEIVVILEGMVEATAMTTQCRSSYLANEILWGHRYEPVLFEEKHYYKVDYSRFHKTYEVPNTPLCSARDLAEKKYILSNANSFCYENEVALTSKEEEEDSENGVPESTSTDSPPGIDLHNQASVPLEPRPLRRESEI
# Active calls of the source: *; i = inactive.
# Sequence of screens: KCNQ2 block, Kir21 inh
> Cn1c(SCc2nnc(-c3ccccc3)o2)nc2ccccc21
→ i, 0.81
> Cc1ccc(OC(=O)CCC(=O)Nc2ccc(C)c(C)c2)cc1
→ i, 0.29
> Cc1cccc(C(=O)N/C(=C\c2ccco2)C(=O)N2CCCC2)c1
→ i, -1.3
> O=C(Cc1ccccc1F)NNC(=O)c1ccncc1
→ i, -0.03
> O=C(O)CCn1[nH]c(=O)ccc1=O
→ i, -0.59
> CCNC(=S)N(CCc1cccc(C)c1)Cc1cc2cc(OC)c(OC)cc2[nH]c1=O
→ i, 0.57
> Cc1ccc2cc(CN(Cc3ccco3)C(=O)c3cccs3)c(=O)[nH]c2c1
→ i, -1.6
> COC(=O)c1ccccc1NC(=O)Cn1cnc2c(cnn2-c2ccccc2)c1=O
→ i, -0.3
> O=C(c1cc(-c2ccc(F)cc2)on1)N1CCCCCC1
→ i, 0.45
> CC(C)(C)c1nc(SCC(=O)NCc2cccs2)c2ccccc2n1
→ i, -2
> CCCC(=O)Nc1c2c(nn1-c1cccc(C)c1C)CS(=O)(=O)C2
→ i, -0.26
> O=C(NCc1cccc(Cl)c1)c1cc(=O)[nH]c2ccccc12
→ i, 1.8
> CN(C)CCCNC(=S)NCc1ccc(Cl)cc1
→ i, -0.93
> O=C(NCc1ccccc1F)c1ccc2c(c1)OCCO2
→ i, 0.89
> c1csc(Cn2nnnc2CN2CCN(c3nc4ccccc4s3)CC2)c1
→ i, 3
> CCCCC1=CC2=C(c3ccco3)C(=O)C(C)(OC(=O)c3ccc(OC)cc3)C(=O)C2=CN1c1ccc(OC)cc1 (stereo not drawn)
→ i, -0.94
> COCCNC(=O)c1ccc2c(=O)n(Cc3ccco3)c(SCC(=O)Nc3ccc(OC)cc3OC)nc2c1
→ i, 0.91
> CC(=O)OC(C(=O)NCc1ccc(F)cc1)c1ccccn1 (stereo not drawn)
→ i, -1.3
> COc1ccc(/C=N/NC(=O)Cc2csc(Nc3cccc(C(F)(F)F)c3)n2)c(OC)c1
→ i, -0.26
> CCC(c1nnnn1CS(=O)(=O)c1ccc(C)cc1)N1CCN(c2nc3ccccc3s2)CC1 (stereo not drawn)
→ i, 0.37
> CC(=O)n1c(=O)c2ccccc2c(=O)n1-c1ccccc1
→ i, -0.27
> C/C(=N\N1CCN(c2ccc(Cl)cc2)CC1)c1cccc([N+](=O)[O-])c1
→ i, 1.2
> COc1ccc(C2C(C#N)=C(N)OC3=C2C(=O)CCC3)cc1OC (stereo not drawn)
→ i, 1.3
> Cn1c(=O)cc(OCC(=O)NCc2ccccn2)c2ccccc21
→ i, 0.09
> COc1ccc(-c2nc3c(n2O)CCCC3=O)cc1OC
→ i, -0.55
> Cc1ccc2cccnc2c1N
→ i, -0.69
> CC1=CCC(C(=O)N/N=C/c2cccs2)C(c2ccc(F)cc2)C1 (stereo not drawn)
→ i, 0.89
> Cc1nc2c(ncn2-c2ccccc2)c(=O)n1NC(=O)CN1CCN(C)CC1
→ i, -0.8
> CC(C)(C)n1ncc2c(=O)n(CC(=O)N3CCCCCC3)cnc21
→ i, 0.65
> CC(c1ccccc1)N1CCC(CNC(=S)Nc2cccc(Cl)c2)C1 (stereo not drawn)
→ i, -5.9*
> Cc1ccc(NC(=O)CN2C(=O)COc3ccc(C)cc32)nc1
→ i, -1.3
> COc1cc2ccccc2cc1C(=O)Nc1ccc(Cc2ccncc2)cc1
→ i, 0.35
> Cc1cc(=O)[nH]c(-n2[nH]c3c(c2=O)CCCC3)n1
→ i, -0.23
> O=[N+]([O-])c1ccc(O)c(C=Nc2ccc3c(c2)OCO3)c1
→ i, -0.24
> CCCCCC(=O)Nc1c(-c2cccs2)c(=O)c2ccccc2n1C
→ i, -0.03
> COc1ccc(NS(=O)(=O)c2cccc(C(=O)Nc3ccccc3C(=O)O)c2)cc1
→ i, -0.26
> CNCC(=O)N1CCN(c2ncc(C(F)(F)F)cc2Cl)CC1
→ i, 0.15
> COc1cccc(-c2ncc3ccccn23)c1
→ i, 2
> CC(=O)OCC(=O)C1=CCC2C3CCC4=CC(=O)C=CC4(C)C3(F)C(OC(C)=O)CC12C (stereo not drawn)
→ i, 0.91
> Cc1onc(-c2ccccc2)c1C(=O)NC(C)c1ccccc1 (stereo not drawn)
→ i, 0.03
> O=C(CSc1n[nH]c(-c2ccccc2Cl)n1)NCc1cccc(C(=O)O)c1
→ i, -0.64
> CCOc1ccc(S(=O)(=O)N2CCN=C2c2ccccc2)c(C)c1C
→ i, -1.4
> CCNc1nc(-c2cc3ccccc3o2)cs1
→ i, 2.4
> NNC(=O)CSc1cccc2cccnc12
→ i, -0.86
> N#CCCN1CCN(S(=O)(=O)c2ccc(S(=O)(=O)NC3CCCCC3)cc2)CC1
→ i, -0.01
> Cc1nc2c(cc1NC(=O)C(C)(C)C)nc(C)n2Cc1ccccc1
→ i, 0.69
> O=C(O)c1ccc2c(c1)C(=O)/C(=C/c1ccccc1)C2=O
→ i, -0.42
> O=c1cc(C(F)(F)F)[nH]c2ccc(C(F)(F)F)cc12
→ i, -0.94
> O=c1[nH]c(NCCCO)nc2c1C1(CCCC1)Cc1ccccc1-2
→ i, -1.6
> CC1=CC(C)(C)N(C(=O)C(C)N2C(=O)c3ccccc3C2=O)c2ccc(C)cc21 (stereo not drawn)
→ i, -0.71
> CC(C)NC(=O)c1onc(CSc2nc3ccccc3[nH]2)c1C(=O)NC(C)C
→ i, -1.4
> CSc1ccc(NS(=O)(=O)c2ccc(-n3cnnn3)cc2)cc1
→ i, -0.48
> CCOc1ccc(Oc2ccccc2NC(=O)CSCC(=O)Nc2cc(C)on2)cc1
→ i, -0.94
> O=C(Nc1ccccc1C(=O)Nc1ccc(Br)cn1)c1cccc([N+](=O)[O-])c1
→ i, 0.24
> CN1C[C@@H]2C(c3ccc(C(F)(F)F)cc3)C3(c4ccccc4)CC2(C3)[C@H]1c1ccccc1 (stereo partly drawn)
→ i, -2.6
> CC(=O)N(C)N(C)c1cc(C)nc(N)n1
→ i, -1.4
> CCCn1c(SCC(=O)NCc2ccccc2Cl)n[nH]c1=O
→ i, 0.76
> O=C(c1ccc(F)cc1F)N1CCN(c2ncccn2)CC1
→ i, -1
> Cc1cccc(NC(=S)N2CCCCCC2)c1C
→ i, 0.47
> CCOc1ccc(NC(=O)c2ccc(CSc3nnnn3C)cc2)cc1
→ i, -0.41

# 2 entries drawn at random from the list so far:
# Sequence of screens: KCNQ2 block, Kir21 inh
> COc1ccc(/C=N/NC(=O)Cc2csc(Nc3cccc(C(F)(F)F)c3)n2)c(OC)c1
→ i, -0.26
> CCNC(=S)N(CCc1cccc(C)c1)Cc1cc2cc(OC)c(OC)cc2[nH]c1=O
→ i, 0.57

# Next section.
# Sequence of screens: KCNQ2 block, Kir21 inh
> COc1ccc(C(=O)NCC2OCCc3ccccc32)cc1 (stereo not drawn)
→ i, -0.81
> COc1ccc(S(=O)(=O)NNC(=O)Nc2ccc(C)cc2)c(OC)c1
→ i, -2
> CC(NC(=O)NC(=O)c1cccc([N+](=O)[O-])c1)C1CC1 (stereo not drawn)
→ i, 1.4
> CCN(CC(=O)NCc1cccs1)C(=O)c1cccc(S(=O)(=O)NC)c1
→ i, -1.4
> CC(C)NC(=O)COC(=O)c1cncc(Br)c1
→ i, 0.72
> CCC(C)N(C(=O)COC(=O)C1CCN(S(=O)(=O)c2ccc(C)c(C)c2)CC1)C1CCS(=O)(=O)C1 (stereo not drawn)
→ i, -0.47
> COc1cc2c(cc1OC)-c1cc(N3CCCc4ccccc43)nc(=O)n1CC2
→ i, -1.3
> Cc1sc2ncn(CC(=O)NCCCN3CC(C)CC(C)C3)c(=O)c2c1S(=O)(=O)N1CC(C)CC(C)C1 (stereo not drawn)
→ i, -0.29
> O=c1c2ccccc2n2c(-c3cccc(Cl)c3)nnc2n1Cc1ccccc1
→ i, -1.4
> O=C(NCc1ccc(Cl)cc1)c1cccc2c1C(=O)N(CC1CCCO1)C2 (stereo not drawn)
→ i, 1.5
> CC(C)On1c(SC(C)C)nc2ccccc2c1=O
→ i, 0
> COC(=O)c1ccccc1NC(=O)CSCC(=O)Nc1ccccc1OC
→ i, -4.2
> NC(=O)C1CCN(C(=O)COc2cccc3ccccc23)CC1
→ i, 0
> O=C1CC(c2ccccc2)CC2=C1C(c1ccccn1)Nc1ccccc1N2 (stereo not drawn)
→ i, 1.3
> S=c1[nH]nc(-c2ccco2)n1/N=C/c1ccccc1Cl
→ i, -0.18
> COc1cc(-c2nc3n(n2)C(c2ccncc2)C(C(N)=O)=C(C)N3)cc(OC)c1OC (stereo not drawn)
→ i, 1.4
> Cn1nnnc1SCc1ccccc1F
→ i, 1.2
> COc1ccc(S(=O)(=O)N(C)C)cc1NC(=O)COC(=O)c1nc2nccc(C)n2n1
→ i, -1
> O=C(OCC(=O)c1ccc(Cl)s1)c1cnccn1
→ i, -0.36
> COC(=O)c1ccc(N2OC3(C)C=CC2CC3)cc1 (stereo not drawn)
→ i, -1.5
> CCn1c(COc2ccc(C)cc2)nnc1SCC(=O)NNC(=O)c1ccc(OC)cc1
→ i, -1.3
> Cc1cc(C(=O)N(C2CCCCC2)C2CCCCC2)no1
→ i, 0.02
> O=C(NCc1ccccc1)[C@@H]1CSC2c3ccccc3C(=O)N21 (stereo partly drawn)
→ i, 0.25
> Cc1nc2ccccc2c(C)c1C(=O)c1ccccc1
→ i, 0.06
> COCCn1c(N)c(C(=O)NCC2CCCO2)c2nc3ccccc3nc21 (stereo not drawn)
→ i, 0.25
> Clc1ccc(-c2nnc(SCc3cn4ccsc4n3)n2CC2CCCO2)cc1 (stereo not drawn)
→ i, 0.98
> COc1ccc(NC(=O)NN2CCN(C)CC2)cc1OC
→ i, 0.41
> O=S(=O)(NCc1ccccc1)NCc1cccc(C(F)(F)F)c1
→ i, 2.5
> Cc1ccc(S(=O)(=O)N2CCN(C(=O)C(C)Cn3cncn3)CC2)cc1C (stereo not drawn)
→ i, -0.26
> Cc1nc2cc(F)ccc2n1C1CCN(S(=O)(=O)c2ccccc2)CC1
→ i, 0.16

# In the list so far, 4 contain a COOH group.
# Sequence of screens: KCNQ2 block, Kir21 inh
> O=C(O)CCn1[nH]c(=O)ccc1=O
→ i, -0.59
> COc1ccc(NS(=O)(=O)c2cccc(C(=O)Nc3ccccc3C(=O)O)c2)cc1
→ i, -0.26
> O=C(CSc1n[nH]c(-c2ccccc2Cl)n1)NCc1cccc(C(=O)O)c1
→ i, -0.64
> O=C(O)c1ccc2c(c1)C(=O)/C(=C/c1ccccc1)C2=O
→ i, -0.42

# Following part
# Sequence of screens: KCNQ2 block, Kir21 inh
> COC(=O)C1(C)NC(c2ccco2)C2C(=O)N(c3ccc(F)cc3)C(=O)C21 (stereo not drawn)
→ i, -0.96
> CC(CNS(=O)(=O)c1ccc(Br)cc1)CN(C)C (stereo not drawn)
→ i, 0.34
> COc1ccccc1C(=O)NNC(=O)C1CCCO1 (stereo not drawn)
→ i, -1.3
> O=C(CN1C(=O)NC2(CCCC2)C1=O)Nc1ccc(C(F)(F)F)cc1
→ i, 0.08
> O=C1COc2ccc(C(=O)COC(=O)c3sc4ccccc4c3Cl)cc2N1
→ i, -0.91
> c1ccc(-c2csc(-c3ccc(-c4csnn4)cc3)n2)cc1
→ i, 1
> Nc1ccccc1Nc1cccc(C(F)(F)F)c1
→ i, 0.82
> CC(=O)Nc1ccc(OC(=O)C(CCS(C)(=O)=O)N2C(=O)c3ccccc3C2=O)cc1 (stereo not drawn)
→ i, -0.08
> Cc1ccc2cc(/C=N/NC(=O)CN3CCOCC3)c(Cl)nc2c1
→ i, 0.06
> Cc1csc(NC(=O)CCNS(=O)(=O)c2ccc3c(c2)c(=O)n(C)c(=O)n3C)n1
→ i, -0.69
> Cn1c(=O)c(=O)n(C)c2cc(N3CCOCC3)c(NS(=O)(=O)c3ccc(F)c(Cl)c3)cc21
→ i, 2.2
> CC(C)CNc1oc(-c2ccccc2Cl)nc1C#N
→ i, 1.9
> COc1ccc(-c2cc(C)no2)cc1S(=O)(=O)N(C)c1ccc(C)cc1
→ i, 0.11
> CS(=O)(=O)N1CCC(C(=O)N2CCC(Cc3ccccc3)CC2)CC1
→ i, 2.3
> N#C/C(=C\c1ccccc1)C(=O)Nc1ccccn1
→ i, 0.78
> COC(=O)c1c(NC(=O)C2C3CCC(C3)C2C(=O)O)sc2c1CCCCC2 (stereo not drawn)
→ i, 0.15
> CCN(CC)c1ccc(/C=N/NC(=O)c2ccccn2)cc1
→ i, -0.05
> COc1ccccc1N1CCN(CC(O)COc2ccc(C)c(C)c2)CC1 (stereo not drawn)
→ i, 0.06
> O=C(O)CCCC(=O)Nc1cccc(-c2nc3ccccc3[nH]2)c1
→ i, -0.74
> O=C(NCCCl)Nc1cc([N+](=O)[O-])ccc1Cl
→ i, -0.65
> Oc1cc(Cc2ccccc2)cnc1CN1CCOCC1
→ i, -0.19
> CC(=O)Nc1ccc(S(=O)(=O)NCC(C)NS(=O)(=O)c2ccc(NC(C)=O)cc2)cc1 (stereo not drawn)
→ i, 0.43
> NS(=O)(=O)c1ccc(NC(=S)NC(=O)c2cccnc2)cc1
→ i, -0.05
> CCS(=O)(=O)c1ccc(N=Nc2ccc(O)c3ncccc23)c(OC)c1
→ i, 1.4
> CCc1ccc2c(c1)C(c1ccc([N+](=O)[O-])cc1)=NNC(c1ccc(F)cc1)=N2
→ i, -0.04
> O=C(CN1C(=O)c2ccccc2C1=O)N1CCN(C2c3ccccc3-c3ccccc32)CC1
→ i, 1.2
> CCC(OCC(O)CN1CCN(CCN2C(=O)c3cccc4cccc(c34)C2=O)CC1)c1ccccc1 (stereo not drawn)
→ i, -0.91
> CN1C(C(=O)Nc2ccccn2)=C(O)c2sc(Cl)cc2S1(=O)=O
→ i, -0.22
> Cc1nc2c(C)cccn2c(=O)c1NC(=O)c1ccc(Br)o1
→ i, 1.1
> O=S(=O)(c1ccc(Cl)cc1)N1CCCN(c2nc3ccc(Cl)cc3s2)CC1
→ i, 0.45
